High-throughput results deposited in PubChem by Sanford-Burnham Center for Chemical Genomics.
SENP7 block: SENP7 protease inhibition | Q9BQF6 | recombinant SENP7, Z-RLRGG-aminoluciferin luminescence, 40 min | inhibition, % at 5 µM | 1.5% of 330,000 active;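 active = inhibition above about 50% at the single test dose, limit read from the data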;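 also: plate controls were DMSO with enzyme for no effect and no enzyme buffer wells for full effect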
Target sequence (Q9BQF6 706-1050 limits assumed): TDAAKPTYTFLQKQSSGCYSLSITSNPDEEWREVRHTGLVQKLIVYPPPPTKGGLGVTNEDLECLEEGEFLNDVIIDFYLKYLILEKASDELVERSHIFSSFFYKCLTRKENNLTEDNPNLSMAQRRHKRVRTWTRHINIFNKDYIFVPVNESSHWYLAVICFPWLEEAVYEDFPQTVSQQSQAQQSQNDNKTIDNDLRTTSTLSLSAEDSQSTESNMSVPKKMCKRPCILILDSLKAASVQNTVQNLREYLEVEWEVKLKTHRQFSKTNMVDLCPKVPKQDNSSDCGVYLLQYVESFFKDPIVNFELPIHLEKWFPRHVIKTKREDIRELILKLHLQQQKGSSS
ATG4B inh: inhibitors of human ATG4B cysteine protease. AID 504462. inhibition, % at 8.33 µM. 0.51% of 340,000 active. ATG4B cleavage of LC3-PLA2, NBD-HPC fluorescence, 1 h. Q9Y4P1; in the data active = inhibition above about 40%
HKDC1 inhibitor: blocks human hexokinase HKDC1 activity; Q2TB90; recombinant HKDC1, G6PDH/diaphorase resazurin coupled fluorescence; inhibition, % at 20 µM; 0.16% of 340,000 active; AID 493160;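 active = inhibition above about 35% when tested at 20 µM, limit read from the data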;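 also: plate controls were DMSO wells with enzyme for no effect and DMSO wells lacking enzyme for full effect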
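Material – in-house recombinant HK5 (HKDC1) enzyme · Quantity – HKDC1 at 5 µg/mL · Buffer or medium – pH 8.0 Tris buffer with 10 mM MgCl2 · Reagent – glucose with 1 mM ATP · Dosing – single 20 µM dose · Times – reaction time 90 min, room temperature, protected from light · Technique – resorufin fluorescence at 613 nm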
MPTP inh: inhibitors of mitochondrial permeability transition pore; isolated mouse mitochondria, Ca2+ swelling absorbance, 30 min; inhibition, % at 10 µM; 1.4% of 360,000 active; AID 602449;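 active = inhibition of 50% or more, scaled per plate between neutral and stimulator controls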;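 also: 0% = DMSO wells given calcium and 100% = 1 mM EGTA wells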
PfG6PD inh: PfG6PD (Plasmodium falciparum) enzyme inhibition; PfGluPho enzyme, NADPH resazurin-diaphorase fluorescence; inhibition, % at 20 µM; AID 504690; 0.78% of 350,000 active;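 active = inhibition reaching at least a set limit at 20 µM in the primary screen, cut at about 59% in these data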;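 also: 0% = DMSO wells with substrate and 100% = DMSO wells lacking glucose-6-phosphate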
SENP6 inh: SENP6 protease inhibition; inhibition, % at 10 µM; Recombinant SENP6 catalytic domain, aminoluciferin luminescence; Q9GZR1; 1.8% of 330,000 active; AID 2599;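 active = inhibition above about 50% at the single tested dose, limit read from the data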;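 also: plate controls were DMSO wells with enzyme for no effect and DMSO wells lacking enzyme for full effect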
Target sequence (Q9GZR1 628-1112 limits assumed): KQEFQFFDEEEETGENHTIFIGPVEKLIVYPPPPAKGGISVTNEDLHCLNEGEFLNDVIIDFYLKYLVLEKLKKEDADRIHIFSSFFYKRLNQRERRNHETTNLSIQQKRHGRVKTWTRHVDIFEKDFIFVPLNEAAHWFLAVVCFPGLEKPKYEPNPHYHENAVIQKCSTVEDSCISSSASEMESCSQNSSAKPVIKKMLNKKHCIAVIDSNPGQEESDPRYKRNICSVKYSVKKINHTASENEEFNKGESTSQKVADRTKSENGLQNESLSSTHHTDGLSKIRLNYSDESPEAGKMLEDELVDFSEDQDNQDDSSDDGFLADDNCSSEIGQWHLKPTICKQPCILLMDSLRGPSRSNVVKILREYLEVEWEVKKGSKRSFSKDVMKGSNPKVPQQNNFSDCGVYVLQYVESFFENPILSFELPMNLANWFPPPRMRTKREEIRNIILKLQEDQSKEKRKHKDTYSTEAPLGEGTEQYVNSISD
GRIN3A LBD mod: modulates the human NR3A ligand-binding domain; NR3A LBD differential scanning fluorimetry, Tm shift; 0% = protein alone, 100% = glycine-bound protein; Tm shift relative to glycine control, % at 25 µM; 2.5% of 340,000 active; AID 1259313;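 active = melting temperature shift of at least 10% of the positive control shift, at one fixed dose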
SENP8 block: inhibitors of human SENP8 protease. Q96LD8. recombinant SENP8, Nedd8 substrate fluorescence. inhibition, % at 20 µM. 0.64% of 360,000 active. AID 602440; in the data active = inhibition mostly above about 40%, no sharp cut-off; inactive = mostly below about 27%
Starred values were filed as active, the others as inactive; . = no result given. This is a random part of the collection. About 6.9% of those tested had a hit in this group.

SMILES	SENP7 block	ATG4B inh	HKDC1 inhibitor	MPTP inh	PfG6PD inh	SENP6 inh	GRIN3A LBD mod	SENP8 block
O=C(Nc1ccc(Br)cc1F)c1ccc2nsnc2c1	27	-1	1	-1.4	1	-4	-2	13
COc1ccccc1CCc1nnc(CCC(=O)NC(C)Cc2cccc(C)n2)o1 (stereo unspecified)	6	-3	-6	-1.1	-9	-11	0	16
CN(C)c1ccc(C2SCCN2C(=O)c2ccc([N+](=O)[O-])cc2)cc1 (stereo unspecified)	-4	5	-11	-0.7	-10	-3	-2	8
CCC(C)NC(=O)CSc1nnc(-c2c[nH]c3ccccc23)o1 (stereo unspecified)	4	-6	1	2.8	-6	24	-1	7
CC(C)(C)c1ccc(C2C(C(=O)c3ccco3)=C(O)C(=O)N2CC2CCCO2)cc1 (stereo unspecified)	3	-11	1	7.9	17	-4	1	1
COc1ccc(CCC(=O)NNC(=S)Nc2cccc(C(C)=O)c2)cc1	-12	-2	-15	-1.8	-4	-30	-4	-3
Cc1cc(C)nc(NC(=O)/C=C/c2ccc3c(c2)OCO3)c1	90*	-12	4	-1.2	0	86*	1	-255
CC(C)Cn1c(SCC(=O)NC2CCCc3ccccc32)nc(O)cc1=O (stereo unspecified)	-7	3	1	1.4	-15	-4	0	19
Cc1ncc(S(=O)(=O)c2ccc(Cl)cc2)c(-c2ccccc2)n1	10	-9	-8	-8.3	5	-10	-1	24
c1ccc2c(c1)Cc1cc3ccccc3nc1-2	95*	-2	9	0.6	7	98*	1	1
CN(C)S(=O)(=O)N1CCC(Cc2ccccc2)CC1	-4	-9	-1	0.0	-5	-12	0	1
CCOCCCNC(=O)c1ccc2c(c1)ncn2-c1cccc(C)c1	0	-8	9	0.8	7	-7	0	16
COc1ccc(CC(=O)NNC2=Nc3cccc4cccc2c34)cc1OC	4	-19	-2	4.6	4	15	-3	-47
CCc1ccc(NC(=O)CN2C(=O)CC(C)S(=O)(=O)c3ccccc32)cc1 (stereo unspecified)	2	-13	-5	-0.6	7	-4	1	17
CCN(CC)CCNC(=O)c1ccc(NC(=O)c2ccc3c(c2)CCC3)cc1	-13	-7	-1	-1.8	6	-16	1	10
Cc1cc(N2CCOCC2)n2nc(C)c(-c3ccc(Cl)cc3)c2n1	2	0	-1	-0.4	-12	-4	-2	-273
CC(=O)NC(CC(=O)OCC(=O)N1CCN(S(=O)(=O)c2ccc(C)cc2C)CC1)c1ccccc1 (stereo unspecified)	-9	-3	-4	0.4	-12	1	0	12
COc1cc(C)c(NC(=O)C2CCN(S(=O)(=O)c3cccs3)CC2)cc1OC	7	7	5	-0.5	10	-3	0	3
Cc1ccc(/C=C2/N=C(c3ccccc3)NNC2=O)cc1	-3	-7	2	-0.6	-19	-8	5	35
Cc1cccn2c(=O)c(/C=N/O)c(N3CCCCC3)nc12	-3	-2	6	0.8	-3	-7	1	-42
COc1ccc(CCNC(=S)Nc2ccc(S(=O)(=O)Nc3ncccn3)cc2)cc1OC	1	-7	-3	-0.9	-9	-6	-1	0
COc1cc(/C=N\NC(=O)c2ccc(C)nc2)ccc1OC(=O)c1cccc(F)c1	1	-14	-5	1.2	25	-7	1	0
COc1ccc(CN(C)C(=O)c2cnc(OC)cc2C(F)(F)F)c(OC)c1	-3	-6	0	3.2	-8	-18	1	8
Cc1ccc(C(=O)OC2=CC(=O)CC(C)(C)C2)cc1	8	-12	-1	-0.7	-9	3	3	12
C[C@H](C(=O)O)c1n[nH]c(=O)c2ccccc12	1	-4	-2	0.2	-13	-7	1	14
CCc1ccc(C(N)=S)cc1	6	-4	-2	0.6	0	33	-1	8
Cc1ccc(SCC(=O)N(C)CC(=O)Nc2cccc(F)c2)cc1	6	3	5	-0.3	-11	-5	-2	16
O=C(/C=C\c1ccccc1[N+](=O)[O-])Nc1ccccc1	11	-5	-7	1.0	20	2	14*	4
COc1ccc(Cn2c(SC)nc3ccccc32)cc1[N+](=O)[O-]	-2	-1	-5	1.3	-7	-5	0	17
Cc1ccccc1NC(=S)N1CCN(Cc2ccccc2)CC1	-4	-7	0	0.9	-21	-3	1	21
CCC(C)N(C(=O)CSc1nc(-c2ccccc2)cs1)C1CCS(=O)(=O)C1 (stereo unspecified)	8	-4	-7	2.8	0	-6	-1	5
O=C1NCCCC1C(=O)N/N=C/c1ccccc1 (stereo unspecified)	6	-1	-11	0.9	-3	6	0	-10
O=C(NCN1CCCCC1)c1cccnc1	-4	-9	-10	0.2	-7	-10	-1	3
COc1ccc(NC(=O)N2CCCC2C(=O)Nc2ccccc2F)cc1 (stereo unspecified)	1	-3	-5	-0.7	13	4	-1	12
CC1=NN(c2ccccc2)C(=O)C1C(=O)C(=O)Nc1ccc(F)cc1 (stereo unspecified)	0	0	-3	2.5	-16	15	-9	15
Nc1ccc2c(=O)[nH][nH]c(=O)c2c1	.	6	-4	-0.5	1	.	-1	-75
NC(=O)NN=C1CCn2cccc21	.	8	0	-0.2	-10	.	-3	-4
COc1ccc(CCN2C(=O)CC(N3CCC(C(N)=O)CC3)C2=O)cc1OC (stereo unspecified)	-3	-6	-4	2.2	5	-8	0	25
C/C(=N\NS(=O)(=O)c1ccc([N+](=O)[O-])cc1)c1cccs1	-6	-7	-6	1.8	-10	2	0	16
COc1ccc(C(CNC(=O)C(C)(C)Oc2ccc(Cl)cc2)N2CCCC2)cc1 (stereo unspecified)	-6	8	-4	0.8	2	-27	-1	-3
COc1ccc(CCNC(=O)Cn2cnc3c(nnn3Cc3ccccc3F)c2=O)cc1OC	0	-6	-8	0.5	2	0	-3	0
C[N+]1(CC(=O)OCCCc2ccccc2)CCCCC1	-13	2	-1	-4.1	11	-9	1	0
C=CCOc1ccc(C2c3c(oc4ccccc4c3=O)C(=O)N2CCCN2CCOCC2)cc1 (stereo unspecified)	-3	14	-20	-2.4	-2	-6	1	-1
O=C(O)CCn1c(=O)oc2cc(S(=O)(=O)N3CCCC3)ccc21	-5	-2	-5	-0.9	-3	-15	1	5
CCCCn1cc2c(c1-c1cccc(C)c1)c(=O)n(C)c(=O)n2C	-1	-5	9	5.1	-2	-31	1	-330
CCOc1ccc(/C=C/C(=O)Nc2cccc(C(C)=O)c2)cc1	37	-11	-1	4.9	20	20	29*	-8
COc1ccc(CNC(C)C2COc3ccccc3O2)c(OC)c1 (stereo unspecified)	5	2	8	4.5	-13	-1	1	14
COC(C[C@@H]1O[C@@H]1C(=O)[C@H](C)OCc1ccccc1)OC	15	-6	-9	1.8	-6	-8	0	5

Sorted by SMILES length (low to high): part of the list above.
SMILES	SENP7 block	ATG4B inh	HKDC1 inhibitor	MPTP inh	PfG6PD inh	SENP6 inh	GRIN3A LBD mod	SENP8 block
NC(=O)NN=C1CCn2cccc21	.	8	0	-0.2	-10	.	-3	-4
O=C(NCN1CCCCC1)c1cccnc1	-4	-9	-10	0.2	-7	-10	-1	3
O=C1NCCCC1C(=O)N/N=C/c1ccccc1 (stereo unspecified)	6	-1	-11	0.9	-3	6	0	-10
C[N+]1(CC(=O)OCCCc2ccccc2)CCCCC1	-13	2	-1	-4.1	11	-9	1	0
Cc1ccccc1NC(=S)N1CCN(Cc2ccccc2)CC1	-4	-7	0	0.9	-21	-3	1	21
COc1ccc(CNC(C)C2COc3ccccc3O2)c(OC)c1 (stereo unspecified)	5	2	8	4.5	-13	-1	1	14
O=C(/C=C\c1ccccc1[N+](=O)[O-])Nc1ccccc1	11	-5	-7	1.0	20	2	14*	4
CCOc1ccc(/C=C/C(=O)Nc2cccc(C(C)=O)c2)cc1	37	-11	-1	4.9	20	20	29*	-8
COc1ccc(Cn2c(SC)nc3ccccc32)cc1[N+](=O)[O-]	-2	-1	-5	1.3	-7	-5	0	17
CCCCn1cc2c(c1-c1cccc(C)c1)c(=O)n(C)c(=O)n2C	-1	-5	9	5.1	-2	-31	1	-330
CC1=NN(c2ccccc2)C(=O)C1C(=O)C(=O)Nc1ccc(F)cc1 (stereo unspecified)	0	0	-3	2.5	-16	15	-9	15
COC(C[C@@H]1O[C@@H]1C(=O)[C@H](C)OCc1ccccc1)OC	15	-6	-9	1.8	-6	-8	0	5
C/C(=N\NS(=O)(=O)c1ccc([N+](=O)[O-])cc1)c1cccs1	-6	-7	-6	1.8	-10	2	0	16
CCC(C)N(C(=O)CSc1nc(-c2ccccc2)cs1)C1CCS(=O)(=O)C1 (stereo unspecified)	8	-4	-7	2.8	0	-6	-1	5
COc1ccc(CCNC(=O)Cn2cnc3c(nnn3Cc3ccccc3F)c2=O)cc1OC	0	-6	-8	0.5	2	0	-3	0
C=CCOc1ccc(C2c3c(oc4ccccc4c3=O)C(=O)N2CCCN2CCOCC2)cc1 (stereo unspecified)	-3	14	-20	-2.4	-2	-6	1	-1

The list goes on.
SMILES	SENP7 block	ATG4B inh	HKDC1 inhibitor	MPTP inh	PfG6PD inh	SENP6 inh	GRIN3A LBD mod	SENP8 block
Cc1ccc(CNC(=S)Nc2cc(C(=O)O)ccc2C)cc1	3	-5	-8	-0.4	12	-5	1	0
CN(Cc1ccccc1)C(=O)COC(=O)CNS(=O)(=O)c1ccc2ccccc2c1	-6	-8	-1	-0.6	8	5	0	4
Cc1ccc(S(=O)(=O)/N=S(/c2ccccc2)C(C)C)cc1 (stereo unspecified)	1	-3	-2	4.3	50	-14	0	16
Cc1ccc(S(=O)(=O)Cc2ccc(C(=O)NCc3cccs3)o2)cc1	7	-11	-4	0.7	2	4	0	18
C=CCC1NS(=O)(=O)OC(COC)C1C (stereo unspecified)	-14	1	-4	0.5	-8	-15	-2	15
COc1ccc(CN(C)C2CCCCC2)c(C)c1C	-8	-4	12	0.4	-9	-14	-1	11
Cc1ccccc1-c1n[nH]c(=S)o1	2	-1	4	-1.6	2	11	-1	-296
O=C(c1ccccc1)N1CCCCCC1	-6	7	11	-0.8	-20	-24	-1	9
O=C(Cn1cccn1)c1ccccc1	3	-5	-7	0.2	6	0	-1	21
N#Cc1ccccc1Cn1c(=O)n(-c2ccc(CC(=O)NCc3ccco3)cc2)c(=O)c2sccc21	6	-4	-1	1.2	-10	-3	-2	9
CCOc1ccccc1N1CCN(C(=O)c2ccc3[nH]c(C)c(C)c3c2)CC1	9	-14	0	-0.4	17	5	-3	6
COc1cccc(CN(C)C(=O)c2cccc(S(=O)(=O)N3CCN(Cc4ccccc4)CC3)c2)c1OC	7	0	-7	17	-13	-2	0	21
COc1cc(/C=N/NC(N)=O)cc(Br)c1OCc1ccc(C)cc1	-5	-13	0	1.6	44	-3	-1	1
Cc1ccc(S(=O)(=O)CCSc2n[nH]c(=O)n2-c2ccc3c(c2)OCCO3)cc1	-3	-1	-4	4.9	10	-7	-3	8
CCOC(=O)CSc1nc(-c2ccccc2)nc2ccc(C)cc12	10	5	-3	-1.5	-3	12	2	-33
O=C(COC(=O)Cc1ccc(Br)cc1)Nc1ccc(Cl)cn1	2	-8	1	-1.4	11	-20	-7	5
Cc1cc(C)cc(SCc2noc(C(=O)NCC3CCCO3)c2C(=O)O)c1 (stereo unspecified)	20	-7	-2	0.0	-15	-16	1	9
